Assay outcomes: PubChem, The Scripps Research Institute Molecular Screening Center
EBNA-1 inhibitor = blocks EBNA-1 binding to DNA | EBNA-1 DNA binding, fluorescence polarization | inhibition, % at 14.8 µM | 0.34% of 300,000 active; in the data active means inhibition above about 28%
LYPLA2 inh = LYPLA2 (human) inhibition in PME1 counter-screen; O95372; recombinant LYPLA2, FP-Rh probe fluorescence polarization; inhibition, % at 5.9 µM; 0.38% of 320,000 active; AID 2177;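 active means inhibition above the screen-wide mean plus 3 SD, limit set per campaign, cut at about 26% in these data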;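 further: 0% = LYPLA2 with DMSO and 100% = wells lacking LYPLA2 enzyme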
Target sequence (O95372 whole entry, looked up): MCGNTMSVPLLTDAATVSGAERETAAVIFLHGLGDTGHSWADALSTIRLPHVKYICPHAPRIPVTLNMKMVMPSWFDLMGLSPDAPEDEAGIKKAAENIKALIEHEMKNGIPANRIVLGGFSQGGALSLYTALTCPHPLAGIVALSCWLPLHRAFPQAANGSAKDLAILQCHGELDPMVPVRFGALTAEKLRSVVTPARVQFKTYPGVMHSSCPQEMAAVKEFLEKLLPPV
PREPL inh = human PREPL enzyme inhibition; Q4J6C6; inhibition, % at 5.96 µM; 0.68% of 320,000 active; recombinant PREPL, fluorescence polarization activity-based probe; in the data active means inhibition above about 43%;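 further: 0% = enzyme with DMSO and 100% = wells lacking enzyme; many of its hits are not listed in these tables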
GSTO1 counter = counter-screen for RBBP9 inhibitors: inhibitors of human GSTO1; 1.1% of 300,000 active; recombinant GSTO1, activity-based probe fluorescence polarization; inhibition, % at 5.96 µM; P78417;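 active means inhibition above the campaign mean inhibition plus 3 SD, cut at about 35% in these data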;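 further: 0% = GSTO1-1 with DMSO and 100% = wells lacking GSTO1-1 enzyme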
Target sequence (P78417 whole entry, looked up): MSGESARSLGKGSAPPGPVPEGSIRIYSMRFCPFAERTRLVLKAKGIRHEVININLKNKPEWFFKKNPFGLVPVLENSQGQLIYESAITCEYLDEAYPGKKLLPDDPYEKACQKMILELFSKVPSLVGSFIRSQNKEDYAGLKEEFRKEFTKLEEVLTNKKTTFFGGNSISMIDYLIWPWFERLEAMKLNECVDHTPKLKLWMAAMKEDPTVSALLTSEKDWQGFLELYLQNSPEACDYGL
LYPLA1 inh = LYPLA1 (human) inhibition in PME1 counter-screen; 0.16% of 320,000 active; inhibition, % at 5.9 µM; recombinant LYPLA1, FP-Rh probe fluorescence polarization;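 active means inhibition above the mean of all tested compounds plus 3 SD, set per campaign, cut at about 14% in these data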;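 further: inhibitors block serine hydrolase probe labeling of LYPLA1 so polarization falls; 0% = enzyme with DMSO and 100% = wells lacking LYPLA1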
Target sequence (O75608 whole entry, looked up): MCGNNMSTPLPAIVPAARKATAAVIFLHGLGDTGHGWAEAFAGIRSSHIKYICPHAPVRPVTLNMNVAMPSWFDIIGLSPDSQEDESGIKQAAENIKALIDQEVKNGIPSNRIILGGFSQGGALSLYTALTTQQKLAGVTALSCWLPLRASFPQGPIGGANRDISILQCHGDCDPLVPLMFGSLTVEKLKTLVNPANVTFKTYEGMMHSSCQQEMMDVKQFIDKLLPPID
ZTA counter = blocks Epstein-Barr virus ZTA, an EBNA-1 counter-screen. inhibition, % at 11 µM. ZTA-DNA binding, fluorescence polarization. 0.15% of 320,000 active. AID 2234. P03206; in the data active means inhibition above about 33%
Target sequence (P03206 whole entry, looked up): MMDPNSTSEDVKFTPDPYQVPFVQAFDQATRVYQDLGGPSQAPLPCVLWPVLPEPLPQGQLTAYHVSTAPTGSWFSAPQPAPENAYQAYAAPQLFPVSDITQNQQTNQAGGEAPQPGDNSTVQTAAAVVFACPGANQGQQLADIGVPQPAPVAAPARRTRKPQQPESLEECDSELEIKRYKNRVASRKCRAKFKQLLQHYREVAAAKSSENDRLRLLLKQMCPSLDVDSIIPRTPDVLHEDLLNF
PAFAH1B3 inh = blocks human PAF acetylhydrolase 1B catalytic subunit 3. AID 492972. 0.28% of 340,000 active. recombinant PAFAH1B3, FP-rhodamine probe, fluorescence polarization. inhibition, % at 3.39 µM;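 active means inhibition above the screen-wide average of all tested compounds plus 3 SD, cut at about 25% in these data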;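 further: 0% = enzyme with DMSO only and 100% = wells lacking PAFAH1B3 protein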
PAFAH2 inh = inhibitors of human PAFAH2; recombinant PAFAH2, FP-rhodamine activity probe, fluorescence polarization; inhibition, % at 3.39 µM; 0.99% of 340,000 active; AID 492956;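 active means inhibition above the mean over all tested compounds plus 3 SD, cut at about 30% in these data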;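 further: inhibitors block probe labeling of enzyme so polarization drops; 0% = enzyme with DMSO and 100% = wells lacking PAFAH2 protein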
PAD4 FP inh = PAD4 (human) enzyme inhibition | Q9UM07 | recombinant PAD4, RCA probe fluorescence polarization | inhibition, % at 6.36 µM | 0.41% of 330,000 active | AID 485272;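 active means percent inhibition above a cutoff equal to the mean of all tested compounds plus 3 SD, cut at about 15% in these data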;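 further: 0% = PAD4 with RCA probe and DMSO and 100% = probe without PAD4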
* = called active by the depositor; nt = no result given. Only part of the results is shown; count on the stated rates, not on these rows.

SMILES	EBNA-1 inhibitor	LYPLA2 inh	PREPL inh	GSTO1 counter	LYPLA1 inh	ZTA counter	PAFAH1B3 inh	PAFAH2 inh	PAD4 FP inh
Cc1ccccc1C(C(=O)NCc1ccccc1)N(Cc1ccco1)C(=O)c1ccccn1 (stereo not drawn)	-8	3	5	-1	1	0	6	11	-2
CCc1nnc(NC(=O)Cc2ccc(OCc3c(C)noc3C)cc2)s1	9	-4	9	4	-8	11	7	3	-2
Cc1occc1C(=O)O/N=C(\N)c1ccccc1	0	-3	-2	0	1	-2	nt	nt	1
CC(C)CNc1ncnc2c1cnn2Cc1ccccc1Cl	6	4	-1	2	-2	3	8	-5	-1
Cc1noc2ncnc(N3CCN(c4ccc(F)cc4)CC3)c12	8	4	-8	8	3	15	-6	1	-2
COc1c(Cl)ccc(Cl)c1C(=O)NC(=S)N1CCOCC1	-1	-5	-2	1	-3	12	3	3	4
CCOC(=O)c1cc(-c2ccc(OC)cc2OC)nn1-c1ccc(C(=O)O)cc1	0	-1	2	-2	1	5	2	-1	-2
COCc1c(C(=O)N2CCN(Cc3ccc(C#N)cc3)CC2)oc2ccccc12	16	3	4	8	-1	17	-4	-3	2
C=CCn1c(SCC(=O)N(C)C2CCCCC2)nnc1C1CC1	nt	nt	2	nt	nt	nt	7	34*	-2
O=C(COc1ccc(Cl)cc1Cl)Nc1ccccc1NS(=O)(=O)c1cccs1	-5	0	2	-13	-5	4	7	-2	-4
Cc1ccc(CNc2ccc(N3C(=O)CC(C)C3=O)cc2[N+](=O)[O-])cc1 (stereo not drawn)	-7	9	9	8	1	-3	0	2	1
CC(=O)c1cnc(Nc2ccc(C)cc2)s1	2	-1	-4	-2	2	-18	6	-2	-5
CC(C(=O)Nc1nccs1)N1C(=O)c2ccccc2S1(=O)=O (stereo not drawn)	6	-2	9	15	0	7	5	-6	-3
O=C(CS(=O)(=O)c1ccccc1)Nc1nc(-c2ccc(F)cc2)cs1	3	-6	-28	-4	-7	4	4	-2	3
CC(C)CCNC(=O)C1CCN(S(=O)(=O)c2ccc(-n3cnnn3)cc2)CC1	-10	-9	11	-3	-2	13	13	-2	1
Cn1cccc1/C=C1\SC(=S)N(CC(=O)O)C1=O	-1	6	-2	-2	-1	-2	1	1	2
Cn1c(=O)cc(OCC(=O)NCCCN2CCN(c3ccccc3F)CC2)c2ccccc21	-12	14	-9	-1	6	-23	-1	1	-1
CN1C2=C(C#N)C(c3ccccc3)(C(F)(F)F)NC(=O)N2c2ccccc21 (stereo not drawn)	6	4	0	-1	-1	-14	6	-2	-2
COc1ccc(OC)c(NC(=O)CSc2nccn2Cc2ccco2)c1	13	-2	9	6	0	5	2	-55	0
Cc1ccc(NC(=O)CSc2nnc(-c3cnccn3)n2C)cc1C	9	3	-60	-3	-1	-6	2	-1	6
O=C(CCCCCN1C(=O)CCC1=O)Nc1ncn[nH]1	0	-3	-17	-12	-12	-10	2	3	-29
Fc1ccc(CN2CCCCCCC2)c(F)c1	11	1	1	2	4	0	-2	1	1
CN(C)CCn1c(=S)[nH]c2ncccc2c1=O	-8	-1	15	-2	-2	-1	5	-7	-5
COc1cc(SC)ccc1C(=O)Nc1ncc(Cl)cc1Cl	2	-1	-5	3	-2	12	6	-2	-5
CCOC(=O)c1c(CC(C)C)csc1/N=C/C1C(=O)CCCC1=O	3	-2	-7	3	1	17	-2	33*	-24
SMILES	EBNA-1 inhibitor	LYPLA2 inh	PREPL inh	GSTO1 counter	LYPLA1 inh	ZTA counter	PAFAH1B3 inh	PAFAH2 inh	PAD4 FP inh
O=C(Nc1ccc(C(=O)N2CCCC(CO)C2)cc1)c1ccc(Br)o1 (stereo not drawn)	nt	nt	3	nt	nt	nt	14	2	0
COc1ccc(C(=O)/C=C/c2ccc(OC3CSC3)cc2)cc1OC	9	-8	-9	-6	-1	-1	4	-16	3
O=C(CSc1ccccc1)Nc1cccc(S(=O)(=O)N2CCOCC2)c1	nt	0	-1	nt	-3	2	6	-1	-3
CCn1c(=O)cc(OCC(=O)NCCCN2CCN(c3cccc(Cl)c3)CC2)c2ccccc21	-7	18	28	0	2	-6	4	1	5
O=C(NCC(c1ccccc1Cl)N1CCCC1)C1CCN(C(=O)Nc2ccccc2)CC1 (stereo not drawn)	nt	6	0	nt	1	-14	2	-1	0
Cc1noc(C)c1S(=O)(=O)Nc1ccc(C#N)cc1	6	6	-1	-5	0	3	9	5	0
O=C(NCC(c1cccs1)N1CCOCC1)c1ccccc1NS(=O)(=O)c1cccc([N+](=O)[O-])c1 (stereo not drawn)	8	9	3	-4	2	-16	2	7	4
O=C(OCc1ccc(O)cc1)c1c(-c2ccsc2)oc2ccc(N3CCOCC3)cc12	14	7	15	-3	-1	-12	5	6	-2
O=C(OCC(=O)N(CCc1ccccc1)Cc1ccccc1)c1ccccc1NCCO	0	-2	11	31	0	4	2	1	3
COC(=O)c1ccccc1Oc1cc(C(F)(F)F)nc(-c2ccccn2)n1	0	-2	7	-1	0	-6	-3	-10	0
COc1ccc(C2CC(c3ccccc3)=NN2c2ccc(S(N)(=O)=O)cc2)cc1 (stereo not drawn)	-3	0	23	-3	-5	9	18	5	-4
O=C(CNC(=O)c1ccc(F)cc1)N/N=C/c1cc(Br)ccc1OC(=O)/C=C/c1ccco1	9	5	23	7	0	-28	-2	4	1
COc1cccc(NC(=O)CN(C)C(=O)c2ccc(NC(=O)CC3SC(N4CCCCC4)=NC3=O)cc2)c1 (stereo not drawn)	-11	-6	1	4	0	7	5	-3	2
Cc1ccccc1-n1c(=O)c2ccccc2n2c(=O)[nH]nc12	-2	1	15	7	-2	-21	6	-10	4
CCOc1ccc(-c2nnc3sc(COc4ccc(C)cc4)nn23)cc1	10	7	2	3	1	-10	6	-3	-1
CCOc1cc(C(F)(F)F)cnc1/C(N)=N/O	-13	-4	-1	0	1	-8	0	-9	-6
O=C(Nc1cccc(Br)c1)c1ccc(CSc2ccccc2)cc1	13	-39	-10	-4	-19	12	0	-12	-2
CC(=O)N1N=C(c2ccccc2)CC1c1ccccc1[N+](=O)[O-] (stereo not drawn)	4	-1	2	3	1	-4	-2	4	-2
S=C(Sc1ccc(Cl)cc1)Sc1ccc(Cl)cc1	6	-2	11	5	3	-7	nt	nt	7
O=C(c1cccc(S(=O)(=O)N2CCc3ccccc32)c1)N1CCN(CCO)CC1	nt	nt	2	nt	nt	nt	7	-4	-7
CCOC(=O)c1sc2nc(C)nc(N3CCCCC3C)c2c1C (stereo not drawn)	-3	-2	1	0	-2	8	nt	nt	3
Cc1cc(/C=N/NC(=O)c2ccccc2F)c(C)n1-c1ccccc1	6	7	1	-2	3	-3	1	5	-4
COc1cc(-c2noc(CCCC(=O)Nc3ccc(C(N)=O)cc3)n2)cc(OC)c1OC	10	-1	-1	-3	2	16	nt	nt	3
COc1cc(/C=N/NC(=O)c2cccnc2)cc(Br)c1O	-2	1	1	-2	1	-5	-4	0	0
CCOc1ccc(-c2n[nH]c(=S)n2Cc2ccccc2)cc1	-3	0	-16	2	0	1	2	3	10
SMILES	EBNA-1 inhibitor	LYPLA2 inh	PREPL inh	GSTO1 counter	LYPLA1 inh	ZTA counter	PAFAH1B3 inh	PAFAH2 inh	PAD4 FP inh
O=C(c1ccc([N+](=O)[O-])cc1)N1CCN(C(=O)c2ccco2)CC1	7	2	0	4	-1	1	5	5	3
Cc1c(Cl)cnc(NC(=O)COC(=O)CCc2nc3ccccc3s2)c1Cl	17	-2	0	1	-2	2	0	5	0
Cc1nnc(SCC(=O)NC2CCCCC2)[nH]c1=O	6	-1	3	4	2	-1	7	0	2
O=C(Nc1ccc(Cl)cc1)N(C1=NCCC1)c1ccc(OC(F)F)cc1	-5	-3	12	2	-3	5	13	-4	3
COc1ccc(C(=O)NCC(c2ccc(F)cc2)N2CCOCC2)cc1S(=O)(=O)N1CCCC1 (stereo not drawn)	1	0	2	-3	0	12	9	-4	1
O=C(CSC(=S)N1CCCC1)NCC(=O)Nc1ccc(F)c(F)c1	-5	-1	8	-2	2	-2	15	-5	-4
COc1ccc(Cn2nc(-c3ccccc3)c(N3CCCCC3)cc2=O)cc1	8	2	-8	6	-4	9	13	2	4
COC(=O)c1ccc(C2c3[nH]c4ccccc4c3C[C@H]3C(=O)N(C4CC4)CC(=O)N23)cc1 (stereo partly drawn)	2	-1	-4	-3	-1	11	6	4	-5
O=C(NCCCO)c1ccc2[nH]c3ccccc3c2c1	-3	-1	5	-7	-1	8	0	0	-4
O=C(CN1C(=O)CCC1=O)Nc1cccc(NC(=O)CN2C(=O)CCC2=O)c1	3	3	12	0	0	-11	16	8	-5
CCOC(=O)C1CCN(C(=O)CN(c2ccc(Oc3ccccc3)cc2)S(C)(=O)=O)CC1	2	5	8	-3	-2	10	8	-2	4
CCOC(=O)C1=NOC(CNc2ncc(C(F)(F)F)cc2Cl)C1 (stereo not drawn)	-9	3	-2	13	-2	-8	-1	-1	3
COc1cccc(N2CCN(C(=O)C3C4C=CC5(CN(Cc6ccccc6Cl)C(=O)C35)O4)CC2)c1 (stereo not drawn)	-7	8	31	0	-2	18	13	6	-4
Cc1ccccc1CS(=O)(=O)c1nnc([C@H](CC(C)C)NC(=O)OC(C)(C)C)o1	2	4	12	-2	2	18	0	8	-3

Compounds above with two or more sulfur atoms (eight):
SMILES	EBNA-1 inhibitor	LYPLA2 inh	PREPL inh	GSTO1 counter	LYPLA1 inh	ZTA counter	PAFAH1B3 inh	PAFAH2 inh	PAD4 FP inh
O=C(COc1ccc(Cl)cc1Cl)Nc1ccccc1NS(=O)(=O)c1cccs1	-5	0	2	-13	-5	4	7	-2	-4
CC(C(=O)Nc1nccs1)N1C(=O)c2ccccc2S1(=O)=O (stereo not drawn)	6	-2	9	15	0	7	5	-6	-3
O=C(CS(=O)(=O)c1ccccc1)Nc1nc(-c2ccc(F)cc2)cs1	3	-6	-28	-4	-7	4	4	-2	3
Cn1cccc1/C=C1\SC(=S)N(CC(=O)O)C1=O	-1	6	-2	-2	-1	-2	1	1	2
O=C(CSc1ccccc1)Nc1cccc(S(=O)(=O)N2CCOCC2)c1	nt	0	-1	nt	-3	2	6	-1	-3
O=C(NCC(c1cccs1)N1CCOCC1)c1ccccc1NS(=O)(=O)c1cccc([N+](=O)[O-])c1 (stereo not drawn)	8	9	3	-4	2	-16	2	7	4
S=C(Sc1ccc(Cl)cc1)Sc1ccc(Cl)cc1	6	-2	11	5	3	-7	nt	nt	7
O=C(CSC(=S)N1CCCC1)NCC(=O)Nc1ccc(F)c(F)c1	-5	-1	8	-2	2	-2	15	-5	-4

One compound at a time (already shown).
C=CCn1c(SCC(=O)N(C)C2CCCCC2)nnc1C1CC1 across the screens: EBNA-1 inhibitor = nt; LYPLA2 inh = nt; PREPL inh = 2; GSTO1 counter = nt; LYPLA1 inh = nt; ZTA counter = nt; PAFAH1B3 inh = 7; PAFAH2 inh = 34*; PAD4 FP inh = -2
O=C(CNC(=O)c1ccc(F)cc1)N/N=C/c1cc(Br)ccc1OC(=O)/C=C/c1ccco1 across the screens: EBNA-1 inhibitor = 9; LYPLA2 inh = 5; PREPL inh = 23; GSTO1 counter = 7; LYPLA1 inh = 0; ZTA counter = -28; PAFAH1B3 inh = -2; PAFAH2 inh = 4; PAD4 FP inh = 1
